# Insulin prom inh – TRM-6 insulin promoter activity inhibition; TRM-6 cells (human fetal islet line), insulin promoter-eGFP reporter, imaging; reporter expression induced with tamoxifen; 130,000 tested, 0.9% active; inhibition, % at 2 µM; AID 1273;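 active = inhibition above the mean plus 3 SD, with well images judged a real hit on visual review, cut at about 60% in these data, passing the limit was not always enough; inconclusive = inhibition over the cutoff but images rejected on review; inactive = inhibition not above the cutoff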
# SDO1 yeast rescue – sdo1-depleted yeast growth rescue. S. cerevisiae sdo1-depleted JHY4D growth rescue, OD600 30 h; active compounds read high; pdr5 snq2 efflux-pump mutant strain. z-score at 10 µM. 140,000 tested, 0.21% active. AID 817;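 active = z-score above 3 at both the 24 hr and the 30 hr optical density reads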;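 note: z-score against mean and SD of all compound wells on the same plate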
# SDO1 yeast rescue Rescue 24 h – also measured in SDO1 yeast rescue; calls as there; z-score; S. cerevisiae sdo1-depleted JHY4D growth rescue, OD600; measured here: growth rescue at 24 h;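 0 is the plate mean of compound wells and units are plate SD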
# * hit, by the source's call; ? = inconclusive; · = not tested or not shown. Some of the compounds tested (hit frequency here may not be typical).
# Value order: Insulin prom inh	SDO1 yeast rescue Rescue 24 h	SDO1 yeast rescue
Cc1ccccc1-c1nc(CS(=O)(=O)CC(=O)NCc2ccccc2)c(C)o1
 : ·	-0.11	-0.73
CC(C)N1C(=O)/C(=C\c2nc3ccccc3c(=O)[nH]2)c2ccccc21
 : 15	-0.21	-1.2
CC(=O)N1CCN(C(=O)COc2ccccc2C(=O)Nc2ccccc2)CC1
 : -73	·	·
O=C(Nn1c(-c2ccccc2)nc2ccccc2c1=O)c1ccc([N+](=O)[O-])cc1
 : 53	1.1	0.78
COC(=O)C(C)(C)NC(=O)c1cccs1
 : 23	-0.4	-0.12
CCCNC(=O)N(C)c1nncnc1C(=O)NC
 : -117	-0.82	-0.32
O=C(NCc1ccco1)c1nn2c(C(F)(F)F)cc(-c3cccs3)nc2c1Cl
 : ·	-0.82	-0.66
O=C(/C=C/c1ccc(F)cc1)NC(=S)Nc1ccccc1C(=O)NC1CCCCC1
 : 27	2.8	0.74
CCC(CC)C(=O)Nc1ccc(C)c(O)c1
 : ·	-0.19	0.09
CCCCN1CNC(=S)N(c2ccccc2OCC)C1
 : ·	-0.74	-0.17
COC(=O)C1=C(C)NC(=O)C1(NC(=O)CN1CCCC1=O)C(F)(F)F (stereo unspecified)
 : -20	1.5	0.65
COc1ccc(N(C(=O)COc2ccccc2OC)S(=O)(=O)c2ccc(C)cc2)cc1
 : 26	0.92	-0.19
CCOc1ccc(N2CC(C(=O)NC(C)C)CC2=O)cc1 (stereo unspecified)
 : -27	1.7	1.5
O=C(c1ccc(Br)o1)N1CCN(c2ncccn2)CC1
 : 0	0.81	1
O=C(O/N=C1\CCCc2ccccc21)c1cccs1
 : 36	·	·
CCCCCCCCC(=O)N/N=C(\C)c1cccnc1
 : 19	2.6	1.6
COc1ccc(OCc2nnc(SCC(=O)N3CCCc4ccccc43)n2-c2ccc(C)cc2)cc1
 : -36	-0.32	-0.43
Cc1ccc(C(=O)Oc2cccc(-n3cnnn3)c2)cc1
 : 40	·	·
CSc1nnc(N(CCC#N)CCC#N)s1
 : 0	1.2	1.2
CCOC(=O)c1cccc(NC(=O)CN(c2ccc(OC)cc2)S(=O)(=O)c2c(C)noc2C)c1
 : ·	-1.8	-0.96
Cc1ccc(-n2c(-c3cc(C)n(C)n3)n[nH]c2=S)cc1
 : 24	-0.27	0.18
Cc1c(NC(=O)C2C3C=CC(C3)C2C(=O)O)c(=O)n(-c2ccccc2)n1C (stereo unspecified)
 : 26	-0.32	0.77
Cc1nnnn1CC(=O)Nc1ccccc1[N+](=O)[O-]
 : -53	0	0.63
COc1cccc(C2=CC(c3cccs3)n3nnnc3N2)c1 (stereo unspecified)
 : -54	-0.2	-0.36
CCOc1ccc(NC(=O)CC2Nc3ccccc3NC2=O)cc1 (stereo unspecified)
 : -31	·	·
O=C(COC(=O)c1cc(Cl)ccc1[N+](=O)[O-])Nc1cccc2ccccc12
 : -36	-0.58	-0.86
COc1ccccc1OCc1nc(C#N)c(N2CC(C)CC(C)C2)o1 (stereo unspecified)
 : ·	-0.98	-1.2
CC1CCc2c(sc3nc4n(c(=O)c23)CCS4)C1 (stereo unspecified)
 : ·	-0.37	-0.52
CC(C)C1(C)C(=O)N=C2c3ccccc3C(=O)N21 (stereo unspecified)
 : -35	-0.66	0.21
CC(=O)NC1=NN(C(C)=O)C(C)(CCS(=O)(=O)c2ccc(Br)cc2)S1 (stereo unspecified)
 : -43	0.2	0.43
COc1ccc(CCNC(=O)c2[nH]c(C)c(C(C)=O)c2C)cc1OC
 : ·	1.4	1.6
CC(CCN(C)C)OC(=O)c1ccc(C(C)c2ccccc2)o1 (stereo unspecified)
 : ·	2.3	2.8
O=C(NCCN1C(=O)CSC1=O)C1CC(=O)N(c2ccccc2)C1 (stereo unspecified)
 : 0	0.12	0.33
CCC(C)NC(=O)CSC1=Nc2ccccc2C2=NC(CC(=O)NCc3ccc(F)cc3)C(=O)N12 (stereo unspecified)
 : -43	-0.25	0.57
Nc1c(-c2ccccc2)cnn1-c1cccc([N+](=O)[O-])c1
 : -7	0.03	1
O=C(NCCO)c1ccc(Cl)c(Cl)c1
 : ·	-0.22	0.43
COc1ccc(C)cc1NC(=O)COC(=O)C1CC1
 : -18	1	1.2
CC1CCN(c2nc3ccc(C(=O)O)cc3s2)CC1
 : -131	0.2	-0.37
CCOc1ccc2nc(SCC)[nH]c2c1
 : 86*	0.03	0.37
Cc1cc(C)n(-c2nc3ccccc3nc2NCCc2ccccc2)n1
 : ·	-0.37	-0.03
COc1cccc(/C=N/Nc2ncnc3c2ncn3Cc2ccccc2)c1O
 : 0	-0.37	-0.23
CC(=O)N1CN(C2CCCC2)Cc2c1sc1c2CCCC1
 : -90	0.4	0.67
C=CCc1cc(/C=C2/NC(=O)NC2=O)cc(OCC)c1O
 : 57	·	·
CCC(CC)N1CCN(CC2CC=CCC2)CC1 (stereo unspecified)
 : -45	·	·
Cc1nc2ccccc2n1CC(=O)N/N=C/c1cccs1
 : -50	-1	-0.16
Cc1ccc(OS(=O)(=O)c2ccccc2)c(/C=N/N=C2\NC(=O)C(C)S2)c1 (stereo unspecified)
 : -50	-0.65	-0.85
c1ccc(-n2ncc3c(NCc4ccc5c(c4)OCO5)ncnc32)cc1
 : -406	-1.7	-1.7
COc1ccc(-c2nc(-c3cccc(C)c3)no2)cc1OC
 : 38	-0.04	-0.86
Cc1nc2c(c3c1[nH]c1ccccc13)C(O)CC(C)(C)C2 (stereo unspecified)
 : ?	0.64	0.72
Cc1ccc(C(=O)Nc2cccc(C(=O)O)c2)cc1
 : -7	1.4	1.1

# The list goes on.
# Value order: Insulin prom inh	SDO1 yeast rescue Rescue 24 h	SDO1 yeast rescue
CCOC(=O)c1cccc(NC(=O)c2cncc(Br)c2)c1
 : -34	0	-0.24
O=C(COC(=O)c1ccccc1NC(=O)c1ccco1)Nc1ccc2c(c1)OCO2
 : ·	0.21	-0.34
CC1Oc2ccccc2N(Cc2cccnc2)C1=O (stereo unspecified)
 : -33	-0.31	0.39
Cc1onc(-c2ccccc2Cl)c1C(=O)NCc1ccc(S(N)(=O)=O)cc1
 : -85	1.2	1.2
Cc1cc(C)nc(-n2nc(C)cc2NC(=O)CN2CCCC(C)C2)n1 (stereo unspecified)
 : ·	-1.5	-0.53
COc1ccc(Nc2nnc(SCc3cn4c(C)cccc4n3)s2)cc1
 : ·	-0.7	-0.63
CCc1nc2n[nH]c(N)c2c2c1CCCC2
 : 36	0.15	-0.12
O=C(Nc1c2c(nn1-c1ccc(F)cc1)CSC2)c1ccc(S(=O)(=O)N2CCOCC2)cc1
 : 36	0	0.13
Cc1ccc(OCCCCn2cnc3ccccc32)c(C)c1
 : -56	-0.86	-1.7
O=C(NCc1cccnc1)c1cnn2ccccc12
 : ·	0.55	0.74
CCC(=O)c1ccc(N2CCCCCC2)c(F)c1
 : -43	-0.23	-0.16
Cc1nn(C)c(C)c1S(=O)(=O)N(CC(=O)Nc1ccccn1)c1ccc(C(C)C)cc1
 : ·	-0.73	-0.27
CCCN(CCC)C(=S)NC(=O)c1ccc(Cl)cc1Cl
 : 20	-1	-0.71
Cn1cc([N+](=O)[O-])c(C(=O)Nc2cc(Oc3cccnc3)cc([N+](=O)[O-])c2)n1
 : ·	0.16	0.22
CC1(C)Cc2c(C#N)c(N3CCOCC3)nc(-c3ccccc3)c2CO1
 : -66	-0.73	-1.2
O=C(CN1CCN(c2ccccn2)CC1)N(c1ccccc1)c1ccc2ccccc2c1
 : -178	0.2	-1.4
COc1ccc(-c2nc(NC(=O)C3=NN(c4cccc(C)c4)C(=O)CC3)sc2C)cc1
 : -14	·	·
COc1ccc(C2CC(c3ccc(Cl)cc3)Nc3nc(NC(=O)c4ccco4)nn32)cc1 (stereo unspecified)
 : 0	-0.38	-1.3
O=C(CN1CCCC1)NCC1(c2ccccc2)CCOCC1
 : 32	-1.6	-0.68
CC1=CC(C#N)(C#N)C(C#N)(C#N)C(c2ccccc2)N1 (stereo unspecified)
 : 3	-1.1	-0.62
CC1=CC(C)(C)N=C(Nc2nc(C)c3cc(C)cc(C)c3n2)N1
 : -67	·	·
O=C(O)CCCn1c(=O)[nH]c2ccccc2c1=O
 : ·	-1	-0.36
Cc1ccc(S(=O)(=O)Oc2ccc(C3C4=C(CCCC4=O)N(CCC(=O)O)C4=C3C(=O)CCC4)cc2Cl)cc1
 : -47	1.4	1.7
CC(=O)NS(=O)(=O)c1ccc(NC(=S)NC(=O)COc2ccccc2C)cc1
 : 43	0.93	0.9
O=C1C(c2ccnc3ccccc23)=C(O)c2ccccc21
 : -130	-0.56	-1.7
COc1ccc(C(=O)NC2(C(F)(F)F)NC(=O)N(CCCc3ccccc3)C2=O)cc1OC (stereo unspecified)
 : 50	-0.34	-0.2
Cc1c(Cc2ccccc2)c(=O)oc2cc(OC(=O)c3ccccc3)ccc12
 : -54	0.03	0.11
O=C(CSc1nnc(Cc2cccs2)n1-c1ccc(Cl)cc1)NCc1ccc2c(c1)OCO2
 : 38	-1	-0.57
O=P(/C(=N/O)Sc1ccccc1)(N1CCOCC1)N1CCOCC1
 : ·	-0.28	-0.27
COc1cccc(C(=O)Nc2cccnc2)c1
 : 0	-0.49	-0.15
Cc1ccc(S(=O)(=O)CCCS(=O)(=O)c2ccc(C)cc2)cc1
 : 13	0.08	1
Cc1ccc(-n2ncc3c(=O)n(CC(=O)NCc4ccco4)cnc32)cc1
 : 29	0.49	-0.21
CCOC(=O)c1sc(=NC(=O)c2cccc(OC)c2)n(C)c1C
 : ·	2.2	1.1
COc1ccc(CCNC(=O)c2cc3sc(Cl)cc3n2C)cc1OC
 : ·	-0.71	-0.93
COC(=O)Cn1nnc(-c2cccc(OC)c2)n1
 : ·	-0.32	-0.18
COC(CNc1cc(=O)oc2ccccc12)OC
 : -23	0.63	0.59
CC(=O)Nc1ccccc1C(=O)N1CCN(Cc2ccccc2)CC1
 : 0	·	·
COCC(=O)NCCNc1nc2ccc(C)cc2cc1C
 : 7	0.31	1.7
N#C/C(=C\c1cccs1)c1nc2ccccc2[nH]1
 : 85*	-2.1	-1.7
CCCCN(Cc1ccccc1)c1ncnc2nc[nH]c12
 : 30	-1.1	-0.98
COc1ccc(S(=O)(=O)N2CCN(CCC(=O)Nc3ccc(F)cc3)CC2)cc1
 : -22	0.67	0.65
CCOC(=O)N1CCC(=NNC(=O)c2ccc(O)cc2)CC1
 : ·	-0.65	0.45
Cc1ccc(NC(=O)Cc2cn(C)c3ccccc23)cc1F
 : -9	·	·
CCOC(=O)c1c(-n2cnnn2)sc(C)c1C
 : -157	-0.32	0.14
CCOC(=O)N1CCC(NC(=O)c2cccc3c2C(=O)N(c2ccc(OC)cc2)C3)CC1
 : ·	2.2	-1
COC(=O)c1ccc(Cl)c(NC(=O)CN2CCC(C)CC2)c1
 : -50	-0.48	-0.57
N#C/C(=C\c1ccc(N2CCCCC2)o1)C(=O)Nc1cccc(Br)c1
 : -186	-0.12	-0.49
O=C(/C=C/c1ccc2c(c1)OCO2)NCCSCc1cccc(Cl)c1
 : 46	0.07	-1.1
Cc1ccc(Oc2ccc(N)cc2)cc1
 : ·	0.34	-0.77
COc1cc(-c2nc(-c3cccc(C)c3)no2)cc(OC)c1OC
 : -305	-0.44	-0.23

# With a hit mark in Insulin prom inh, among the entries above:
# Value order: Insulin prom inh	SDO1 yeast rescue Rescue 24 h	SDO1 yeast rescue
CCOc1ccc2nc(SCC)[nH]c2c1
 : 86*	0.03	0.37
N#C/C(=C\c1cccs1)c1nc2ccccc2[nH]1
 : 85*	-2.1	-1.7

# New compounds follow
# Value order: Insulin prom inh	SDO1 yeast rescue Rescue 24 h	SDO1 yeast rescue
c1cncc(C(c2nnnn2C2CCCCC2)N2CCCCC2)c1 (stereo unspecified)
 : -133	·	·
COc1ccc(C(CNC(=O)C2CC(=O)N(Cc3ccc(C)cc3)C2)N(C)C)cc1 (stereo unspecified)
 : ·	1.8	0.33
CCn1nc(C)c(/C=C/C(=O)Nc2ccc(C)cc2C)c1C
 : -3	-0.09	0.06
C/C(CC(=O)NC1CCCC1)=N\NC(=O)Cc1csc(N)n1
 : 54	2.1	1.6
c1ccn2cc(CSC3=NCCS3)nc2c1
 : 45	0.58	0.82
Cc1sc2ncnc(NCC3CCCO3)c2c1C (stereo unspecified)
 : -53	-0.03	0.55
COC(=O)CCS(=O)(=O)c1nc(-c2ccccc2)cc(C(F)(F)F)n1
 : -8	-0.03	-0.32
CCC(=O)N1CCc2cc(S(=O)(=O)CCC(=O)Nc3cccc(F)c3)ccc21
 : -33	-0.98	-0.48
COc1ccc(CNC(=O)CCCCCNc2nc(=S)[nH]c3ccccc23)cc1
 : -14	·	·
O=C(Nc1ccc(N2CCOCC2)c(Cl)c1)c1ccccc1F
 : -9	0.86	0.52
CNC(=S)N/N=C/c1cn(CCOc2ccccc2OC)c2ccccc12
 : ·	-0.92	-1.2
O=S1(=O)CCN=C2SC3=C(CCCC3)N21
 : ·	1.5	0.93
CC1(C)C(=O)Nc2ccccc2N1C(=O)COc1ncnc2ccccc12
 : ·	-0.12	-0.02
O=C(Cn1ncn2c(cc3ccccc32)c1=O)NCCC1=CCCCC1
 : ·	-0.06	-0.86
CCOC(=O)C1CCCN(c2nc3ccccc3nc2C(C#N)C(=O)OCCOC)C1 (stereo unspecified)
 : -15	-0.35	-0.58
COc1cccc(NC(=O)C(Sc2nnc3ccccn23)c2ccccc2)c1 (stereo unspecified)
 : -25	0.22	0.53
O=C(/C=C/c1ccccc1)Nn1c(-c2cccs2)nc2ccccc2c1=O
 : -11	-1.2	-1.4

# Screening data as filed in PubChem BioAssay.
